ALDH1A1 block – blocks purified human ALDH1A1 activity. P00352. Purified ALDH1A1, NADH fluorescence, propionaldehyde substrate. Potency, µM (titrated, usually from 75.3 µM), for inactives: top-dose activity, negative = inhibition, hits mostly inhibitors. 220,000 compounds, 7.3% hits; active means well fitted inhibition curve with a large enough effect, not every such curve was filed as active; inconclusive means small, poorly fitted or top-dose-only effect, or another doubt; inactive means no such curve, though single readings can be large or run the other way;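 further: plate controls were no enzyme wells and a reference inhibitor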
Target sequence (P00352 whole entry, looked up): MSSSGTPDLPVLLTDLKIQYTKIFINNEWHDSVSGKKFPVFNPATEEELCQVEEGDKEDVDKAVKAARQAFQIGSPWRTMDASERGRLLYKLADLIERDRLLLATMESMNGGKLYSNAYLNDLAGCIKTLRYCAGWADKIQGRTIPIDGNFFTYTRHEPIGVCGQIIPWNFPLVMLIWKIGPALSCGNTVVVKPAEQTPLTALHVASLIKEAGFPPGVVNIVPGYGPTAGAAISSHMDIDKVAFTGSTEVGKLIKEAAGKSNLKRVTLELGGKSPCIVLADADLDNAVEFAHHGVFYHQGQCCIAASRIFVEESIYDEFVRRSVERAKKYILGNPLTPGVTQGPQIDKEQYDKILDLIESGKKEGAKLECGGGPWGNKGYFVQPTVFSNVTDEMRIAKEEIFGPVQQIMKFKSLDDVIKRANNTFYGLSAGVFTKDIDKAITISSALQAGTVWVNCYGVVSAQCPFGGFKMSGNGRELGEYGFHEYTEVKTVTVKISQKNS
GAA glycogen – inhibitors or activators of human alpha-glucosidase glycogen cleavage | AID 2100 | Potency, µM (series often up to 76.4 µM), without a hit: top-dose activity change, negative = inhibition, actives largely listed as inhibitors | recombinant GAA, glycogen substrate, Amplex Red glucose oxidase fluorescence | 300,000 compounds, 0.38% hits;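 further: 0% = full enzyme reaction and -100% = no-enzyme basal signal; the screen sought inhibitors and activators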
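Natural-substrate format: glycogen cleavage by 4 nM human enzyme, glucose read by Amplex Red coupling (Ex 573, Em 610 nm). Normalized to enzyme and no-enzyme controls.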
aGal spleen mod – inhibits or activates alpha-galactosidase in human spleen homogenate. P06280. human spleen homogenate, 4MU-alpha-Gal fluorescence, 40 min. Potency, µM (series often up to 80 µM), without a hit: top-dose activity change, negative = inhibition, actives largely listed as inhibitors. 240,000 compounds, 0.008% hits. AID 2107;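 further: 0% = enzyme with vehicle and -100% = no enzyme basal signal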
Target sequence (P06280 32-429 limits assumed): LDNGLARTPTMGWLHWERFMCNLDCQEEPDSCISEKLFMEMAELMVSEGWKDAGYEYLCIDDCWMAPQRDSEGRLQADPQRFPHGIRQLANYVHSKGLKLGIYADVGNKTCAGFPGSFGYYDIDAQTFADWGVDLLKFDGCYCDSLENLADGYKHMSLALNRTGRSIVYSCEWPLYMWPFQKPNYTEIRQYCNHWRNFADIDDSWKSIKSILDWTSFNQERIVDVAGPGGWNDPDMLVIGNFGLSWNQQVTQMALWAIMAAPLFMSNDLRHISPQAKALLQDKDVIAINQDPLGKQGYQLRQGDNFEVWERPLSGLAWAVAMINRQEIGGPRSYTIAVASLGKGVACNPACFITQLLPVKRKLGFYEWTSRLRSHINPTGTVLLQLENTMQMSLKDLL
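Inhibition or activation of alpha-galactosidase in human spleen homogenate is scored by 4-MU fluorescence after 40 min at 37C, pH 5.0, with 1 mM substrate. AC50s come from concentration-response fitted to the Hill equation.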
Tau fluor counter – counter-screen for tau fibril formation inhibitors | tau K18 P301L Alexa594 fluorescence, heparin fibrillization | Potency, µM (titrated, usually from 57.7 µM), for inactives: at the highest dose activity change, negative = decrease | 280,000 compounds, 0.93% hits | AID 1463; further: on the % scale 0 is the no-effect control and ±100 the full control effect; nearly all actives have a fitted effect of over 55% in size
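Human tau K18 P301L (15 uM unlabeled, 0.24 uM Alexa 594-labeled) in 100 mM sodium acetate pH 7 with 20 uM heparin, 6 hr at 37 C. ThT 30 uM added, 1 hr ambient; Alexa 594 FP and total fluorescence read at 555/632 nm.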
Epigenetic reg – derepresses silenced GFP reporter in murine cells | Potency, µM (top dose mostly 53.9 µM), without a hit: at the highest dose GFP activation, hits mostly activators | murine LDR cells, GFP reporter derepression, 30 h | 280,000 compounds, 0.2% hits; further: % of control where 0% means no effect; nearly all actives have a fitted effect of over 60% in size
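Derepression of a silenced CMV-GFP reporter in murine LDR cells is scored by enumerating GFP-positive cells with a laser-scanning microplate cytometer after 30 hours of treatment at 37 C.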
aGlu spleen mod – inhibits or activates alpha-glucosidase in human spleen homogenate; P10253; human spleen homogenate, 4-MU-alpha-glucoside fluorescence; Potency, µM (series often up to 79.9 µM), without a hit: at the top dose activity change, negative = inhibition, hits mostly inhibitors; 240,000 compounds, 0.006% hits;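 further: 0% = enzyme with vehicle and -100% = no enzyme basal signal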
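Human spleen homogenate (1 ug) incubated with compounds and 1 mM 4-methylumbelliferyl-alpha-D-glucopyranoside in pH 5.0 citrate/phosphate buffer, 37 C, 40 min. Stopped at pH 10; 4-MU fluorescence (Ex 365/Em 440 nm); AC50 by Hill fit.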
GAA inh – inhibitors of human lysosomal alpha-glucosidase; purified human GAA, 4-MU-alpha-glucoside fluorescence; Potency, µM (series often up to 76.9 µM), without a hit: at the highest dose activity change, negative = inhibition, actives largely listed as inhibitors; 200,000 compounds, 0.005% hits; AID 1466;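 further: plate controls were uninhibited enzyme wells for no effect and no-enzyme background for full effect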
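Human enzyme at 4 nM with 400 uM 4-methylumbelliferyl-alpha-D-pyranoside, citrate/phosphate buffer pH 5.0, 0.005% Tween-20, 20 min at room temperature. Compounds up to 77 uM. 4-MU fluorescence (Ex 365/Em 440) read after NaOH/glycine stop; AC50 from Hill fit.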
NPSR antag – neuropeptide S receptor (human) antagonism, cAMP. Q6W5P4. CHO-NPSR cells, cAMP TR-FRET, antagonist mode. Potency, µM (titrated, usually from 38.3 µM), without a hit: at the highest dose activity change, negative = inhibition, most hits filed as inhibitors. 220,000 compounds, 1% hits. AID 1461; further: on the % scale 0 is the no-effect control and ±100 the full control effect; nearly all actives have a fitted effect of over 50% in size; many of its hits are not listed in these tables
* hit, by the source's call; u = inconclusive; x = no result given; [ ] = dose if it differs, or a comment. Unless noted, the call rests on the fitted dose curve; in most records, active means well fitted curve in the direction sought with a large enough effect; inconclusive means small, poorly fitted or top-dose-only effect, or another doubt; inactive means no such curve, though single readings can be large; an effect the other way counts as inactive or inconclusive. Potency means the concentration at half of the fitted maximal effect. Not all compounds are listed. The share of hits here may be higher or lower than overall.

SMILES	ALDH1A1 block	GAA glycogen	aGal spleen mod	Tau fluor counter	Epigenetic reg	aGlu spleen mod	GAA inh	NPSR antag
c1ccc(Nc2nc(N3CCCCC3)nc(N3CCNCC3)n2)cc1	u	6.5%	-4.1%	-17.3%	4.3%	-3.8%	-11.4%	-4.6%[46.1 µM]
CCCc1cc(NCCCCO)n2c(nc3ccccc32)c1C#N	u	-23.7%	u	-10.8%	-0.2%	u	u	-9.1%[46.1 µM]
COCCn1c(C)cc(C(=O)COC(=O)CCc2ccc(S(=O)(=O)N3CCOCC3)cc2)c1C	0.6%	-15.6%	-0.7%	-8.0%	1.9%	-10.4%	-14.3%	-7.5%[46.1 µM]
Cc1ccc(CNC(=O)c2cccc(S(C)(=O)=O)c2)cc1	-4.5%	7.9%	5.1%	-7.8%	0.1%	7.1%	-4.3%	0.4%[46.1 µM]
COc1ccc2c(c1)[nH]c1c(=O)n(CCN(C)C)cnc12	-12.1%	-1.7%	3.3%	-9.3%	0.8%	-19.6%	-0.5%	-8.2%[46.1 µM]
COc1cccc(=O)c2c(C)oc(C)c12	-5.1%	-16.3%	3.1%	-1.6%	0.1%	-0.2%	u	-6.4%[46.1 µM]
CCCC[C@@H]1C[C@H]1[C@@H](NC(=O)c1ccco1)c1ccc(Cl)cc1	-6.5%	4.2%	10.6%	-15.2%	u	-17.7%	u	-30.9%
CCOC(=O)Cn1cnc2c(nnn2-c2ccc(OC)cc2)c1=O	-0.2%	-1.8%	-5.3%	-7.0%	0.8%	-3.7%	3.2%	-4.7%[46.1 µM]
Cc1nn(-c2ccccc2)c(N2CCCC2)c1/C=N/NC(=O)c1cc2ccccc2cc1O	5.1%	-10.6%	0.4%	-3.6%	-1.1%	-5.1%	-2.4%	-1.0%
OC1CCCN(Cc2cn(Cc3ccccc3)nc2-c2cc3ccccc3o2)C1 (stereo unspecified)	7.5%	-5.1%	-20.2%	3.8%	1.1%	3.0%	-0.2%	-1.0%
O=C(NNC(=O)c1ccc(NC(=O)c2ccccc2)cc1)Nc1ccccc1	-2.3%	13.3%	-10.1%	7.5%	-1.1%	-1.9%	7.9%	4.5%
Cc1ccccc1Cn1nc(C)c(NC(=O)C2c3ccccc3Oc3ccccc32)c1C	4.2%	6.4%	-4.4%	-3.7%	u	-8.9%	6.2%	-12.3%
CN(C)c1ccc(N=C/C=C2/N(C)c3ccccc3C2(C)C)cc1	u	-2.4%	-3.7%	u	-3.2%	1.5%	-9.0%	-47.1%
COC(=O)c1nnn(Cc2ccccc2)c1N	0.9%	10.4%	-2.4%	1.2%	2.4%	2.4%	5.9%	1.1%[46.1 µM]
CC(C)COP(=O)(OCC(C)C)C(Nc1ccccc1)c1ccc(F)cc1 (stereo unspecified)	-2.5%	-5.2%	-8.2%	-6.4%	0.0%	-1.3%	-12.1%	-57.3%
CCCCNCc1cccn1-c1ccccc1	-9.7%	u	3.0%	-4.6%	-0.3%	5.2%	1.0%	3.3%[46.1 µM]
CCCC(=O)Nc1ccc(Br)cn1	8.8%	7.7%	3.4%	-5.7%	0.0%	-7.8%	3.5%	-4.1%[46.1 µM]
CCN(C(=O)CN1c2ccccc2CC1C)c1c(N)n(Cc2ccccc2)c(=O)[nH]c1=O (stereo unspecified)	6.6%	-17.9%	2.8%	9.3%	4.1%	-2.4%	6.5%	1.7%
Cc1ccc(C#N)c(SCc2cc3c(cc2Cl)OCO3)n1	1.5%	-6.4%	-5.7%	-16.4%	2.7%	2.1%	-2.1%	u
Cc1ccc(NC(=O)CN(C)C(=O)c2n[nH]c(=O)c3ccccc23)cc1	3.5%	2.4%	-0.4%	-0.6%	0.0%	-4.7%	1.7%	3.8%
CC1c2ccccc2N(NC(=O)Cc2ccccc2)C1C (stereo unspecified)	x	u	8.7%	-11.7%	-3.5%	3.7%	x	-7.0%
Cc1ccc(C)c(CSc2nnc(CCN)o2)c1	-4.6%	4.6%	2.1%	0.1%	0.0%	4.2%	-4.4%	-2.1%[46.1 µM]
CCN(C(=O)COC(=O)CNC(=O)c1ccc2ccccc2c1)C1CCS(=O)(=O)C1 (stereo unspecified)	-2.5%	3.2%	-7.8%	-2.0%	-1.4%	-5.7%	5.4%	-0.3%
CC(C)(C)c1ccc(S(=O)(=O)NCc2ccc(C(=O)NCc3ccccn3)cc2)cc1	u	-2.2%	2.9%	-13.5%	0.0%	-4.8%	-5.2%	6.3%
CN(CCC#N)C(=O)COC(=O)c1ccc2c(=O)n3c(nc2c1)CCC3	u	8.8%	1.5%	1.6%	0.0%	x	0.1%	24.9%
CCC(=O)Nc1ccc(-c2nc3ccccc3c(=O)o2)cc1	u	3.8%	6.0%	-0.3%	2.6%	x	8.7%	-0.3%
CCOP(=O)(O)c1cccc(OCCOCCOc2cccc(P(=O)(O)OCC)c2)c1	10.2%	-3.7%	0.9%	-6.1%	2.9%	-9.0%	-6.4%	6.3%
CCCc1cc(=O)c2ccc(OCC(C)=O)cc2o1	x	9.3%	-2.6%	-18.6%	0.0%	-1.5%	x	-5.7%
O=C(CC(=O)NN=C1CCCC1)NCCc1ccccc1	-5.2%	6.6%	7.7%	-0.3%	-2.2%	-5.0%	-9.2%	-3.7%[46.1 µM]
COc1ccc2[nH]c(C)c(C(=O)CN3CCc4cc(OC)c(OC)cc4C3)c2c1	10µM*	27.6%	-3.0%	u	-1.0%	-2.6%	-6.2%	-20.7%[46.1 µM]

For reference, 4 of the compounds above:
SMILES	ALDH1A1 block	GAA glycogen	aGal spleen mod	Tau fluor counter	Epigenetic reg	aGlu spleen mod	GAA inh	NPSR antag
CC1c2ccccc2N(NC(=O)Cc2ccccc2)C1C (stereo unspecified)	x	u	8.7%	-11.7%	-3.5%	3.7%	x	-7.0%
Cc1ccc(C)c(CSc2nnc(CCN)o2)c1	-4.6%	4.6%	2.1%	0.1%	0.0%	4.2%	-4.4%	-2.1%[46.1 µM]
CCN(C(=O)COC(=O)CNC(=O)c1ccc2ccccc2c1)C1CCS(=O)(=O)C1 (stereo unspecified)	-2.5%	3.2%	-7.8%	-2.0%	-1.4%	-5.7%	5.4%	-0.3%
CC(C)(C)c1ccc(S(=O)(=O)NCc2ccc(C(=O)NCc3ccccn3)cc2)cc1	u	-2.2%	2.9%	-13.5%	0.0%	-4.8%	-5.2%	6.3%

Additional structures follow:
SMILES	ALDH1A1 block	GAA glycogen	aGal spleen mod	Tau fluor counter	Epigenetic reg	aGlu spleen mod	GAA inh	NPSR antag
O=C(CNC(c1ccccc1)c1ccccc1)Nc1ccccc1-c1ccccc1	u	9.0%	-2.8%	-7.2%	1.0%	-14.6%	5.2%	-53.4%
COc1ccccc1OCCn1cc(/C=N/n2cnnc2)c2ccccc21	-6.7%	3.1%	-1.9%	-3.4%	0.1%	-5.0%	5.5%	2.6%
O=C(c1sc2ccccc2c1Cl)N(Cc1ccco1)C1CCS(=O)(=O)C1 (stereo unspecified)	-3.3%	5.1%	10.3%	-1.9%	0.0%	12.0%	-9.2%	-11.2%[46.1 µM]
C=CCNC(=S)N/N=C(\C)c1ccc(OC)cc1	22.9%	0.6%	-2.3%	-8.4%	u	-5.6%	u	-26.6%
O=C(NCc1ccccn1)c1ccc(Cl)c(S(=O)(=O)Nc2ccccc2C(=O)NCc2ccccn2)c1	0.4%	15.3%	-2.5%	-6.4%	0.0%	-5.4%	5.6%	-4.1%[46.1 µM]
CCc1cccc2c(C#N)cn(CC(=O)NCc3ccco3)c12	-15.5%	11.3%	-8.0%	-2.2%	6.4%	-21.1%	-7.6%	6.6%[46.1 µM]
CCCCC1(C)NC(=O)N(CC(=O)Nc2ccc(S(=O)(=O)N3CCOCC3)cc2)C1=O (stereo unspecified)	3.16µM*	-8.7%	-0.5%	3.1%	-2.9%	2.0%	-10.0%	-8.8%[46.1 µM]
CCN(CCn1cccn1)C(=O)CCc1nnc(C2(c3ccc(Cl)cc3)CCC2)o1	-7.5%	11.7%	-8.2%	-2.5%	0.0%	-2.8%	13.1%	19.1%
O=C(O)CCC(=O)NNC(=O)c1ccc(Br)cc1	-4.0%	2.7%	10.1%	-0.6%	1.1%	0.4%	-0.2%	11.8%
O=C(Nc1cccc([N+](=O)[O-])c1)c1ccccc1	-0.5%	6.9%	5.4%	-18.1%	2.5%	3.6%	-3.2%[15.4 µM]	5.2%
C=CCOc1ccc(/C=N/NC(=O)CN2CCOCC2)cc1OCC	-1.1%	-4.3%	-12.1%	1.3%	2.6%	0.3%	8.4%	8.8%
Cc1c(NC(=O)CS(=O)(=O)c2ccccc2)c(=O)n(-c2ccccc2)n1C	-4.9%	-8.1%	6.6%	-4.5%	1.1%	11.0%	5.0%	7.9%
CC(C)(O)C1CC[C@@]2(C)C3CCC4[C@@]5(C)CCCC(C)(C)C5C(O)C[C@]4(C)[C@]3(C)CC[C@@H]12 (stereo partly specified)	-3.7%	x	4.7%	-2.2%	0.5%	-7.2%	x	x
C=CCNCC(=O)Nc1ccccc1SCC(=O)Nc1ccsc1C(=O)OC	-9.9%	-6.7%	3.0%	-7.8%	-0.8%[10.1 µM]	-1.0%	-14.1%	-50.8%
CC1=CN2C(=N)/C(=C/c3ccco3)C(=O)N=C2S1	12.6µM*	0.2%	2.5%	-8.3%	-1.9%	-2.2%	-4.9%	-24.5%
CCOc1ccc(N/C(SC)=C(/C#N)C(N)=O)cc1	-6.1%	10.5%	2.0%	-5.0%	-0.9%	-4.2%	-1.4%	-2.8%[46.1 µM]
Cc1cc(SC(C)C(=O)NCC(=O)Nc2ccc(F)c(F)c2F)nc2ccccc12 (stereo unspecified)	-0.1%	-7.6%	26.7%	-5.7%	-1.0%	u	9.9%	-31.4%
COC(=O)CC(N)c1ccc(OC)c2ccccc12 (stereo unspecified)	-2.7%	-5.5%	-0.6%	-3.7%	-3.1%	-3.5%	-9.8%	-3.7%[46.1 µM]
O=C(NCCO)c1ccc(-c2nnc(N3CCOCC3)c3ccccc23)cc1	-1.7%	4.9%	5.1%	-6.4%	-0.2%	0.3%	u	-4.8%[46.1 µM]
Nc1nnc(CC2=CCCCC2)s1	15.8%	-0.2%	20.4%	2.7%	-1.1%	-10.5%	0.1%	0.0%[46.1 µM]
COc1cccc(Cn2nc(C(=O)O)c3ccccc3c2=O)c1	u	4.8%	-10.0%	-10.4%	1.1%	-1.5%	u	0.5%
CCOC(=O)c1ccc(NC(=O)COc2ccc(CNC3CCCCC3)cc2OC)cc1	-9.5%	-6.3%	-10.1%	1.8%	-0.1%	-23.7%	-9.5%	4.1%

Assay outcomes: PubChem, National Center for Advancing Translational Sciences (NCATS)
